Assay outcomes: PubChem, National Center for Advancing Translational Sciences (NCATS)
Giardia killer – Small Molecules that selectively kill Giardia lamblia: qHTS. Giardia lamblia trophozoite viability. AID 540267, 2011. activity change, % at 7.66 µM, hits read low. 340,000 tested, 0.15% active; in the data active = activity change below about -80%; inconclusive = between about -30% and that limit;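 note: parasites exposed to compound for two days anaerobically before the ATP read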
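Giardia trophozoites, 100 cells per well, were exposed to compounds for 48 hrs at 37 deg C under anaerobic conditions; viability was then read as ATP content by bioluminescence after 15-30 min at room temperature.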
GALK inh – qHTS Assay for Inhibitors of Human Galactokinase (GALK); P51570; Purified GALK, Kinase-Glo residual ATP luminescence; Potency, µM (titrated, usually from 57.5 µM), inactives show at the top dose activity change, negative = inhibition, most hits filed as inhibitors; 270,000 tested, 0.007% active; note: potency is the fitted concentration of half-maximal effect
Target sequence (P51570 whole entry, looked up): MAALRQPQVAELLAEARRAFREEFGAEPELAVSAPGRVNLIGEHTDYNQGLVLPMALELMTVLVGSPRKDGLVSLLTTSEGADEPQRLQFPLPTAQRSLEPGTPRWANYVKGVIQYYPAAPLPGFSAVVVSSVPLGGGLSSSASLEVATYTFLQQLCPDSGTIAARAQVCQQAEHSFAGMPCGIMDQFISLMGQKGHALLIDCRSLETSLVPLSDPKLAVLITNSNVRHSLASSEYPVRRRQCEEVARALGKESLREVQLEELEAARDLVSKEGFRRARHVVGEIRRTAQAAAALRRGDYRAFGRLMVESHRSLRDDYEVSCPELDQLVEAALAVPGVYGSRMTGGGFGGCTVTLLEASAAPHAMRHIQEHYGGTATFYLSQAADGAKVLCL
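Quantitative HTS: GALK 5 nM, ATP 35 uM, galactose 100 uM, 1 h room temperature, then luciferase-based ATP detection.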
Eya2 phos inh – qHTS Assay for Inhibitors of the Phosphatase Activity of Eya2; Protein phosphatase EYA2 (Homo sapiens), O00167; recombinant Eya2, OMFP fluorescence dephosphorylation (OMFP is methylfluorescein phosphate); Potency, µM (highest dose often 76.9 µM), for the others: at the top dose activity, negative = inhibition, actives largely listed as inhibitors; 330,000 tested, 0.006% active; note: potency is the fitted concentration of half-maximal effect
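Eya2 protein (added as 0.2 uM solution) was preincubated with compound for 10 min at ambient temperature in 50 mM HEPES pH 7.5, 50 mM NaCl, 5 uM MgCl2, 0.05% BSA, 1 mM DTT. OMFP (added at 50 uM) then reacted 10 min; fluorescence read at 485/525 nm.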
hERG WT inh – qHTS for Inhibitors of KCHN2 3.1: Wildtype qHTS; U2OS, BacMam KCNH2, thallium flux FluxOr; hits give low values; activity change, % at 1.84 µM; 340,000 tested, 0.37% active;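 active = maximum activity change below -70%; inconclusive = maximum activity change between -70% and -50%; inactive = maximum activity change above -50%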
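U2OS cells transduced with wild-type KCNH2 virus are loaded with FluxOr dye for 45 min, and thallium flux is measured in kinetic reads before and after stimulation buffer. Rate constants are normalized to DMSO controls.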
uPA generation – qHTS for Inhibitors of Cell Surface uPA Generation; cell surface uPA generation assay, qHTS; Potency, µM (highest dose often 38.3 µM), without a hit: at the highest dose activity change, negative = inhibition, hits mostly inhibitors; 330,000 tested, 0.31% active; active = well fitted inhibition curve with a large enough effect; inconclusive = small, poorly fitted or top-dose-only effect; inactive = no such curve, though single readings can be large or run the other way; tested in mouse RAW 264.7 cells; note: potency is the fitted concentration of half-maximal effect; nearly all actives have a fitted effect of over 55% in size
PKM2 act – qHTS Assay for Activators of Human Muscle isoform 2 Pyruvate Kinase; Pyruvate kinase PKM (Homo sapiens), P14618; purified PKM2, Kinase-Glo ATP luminescence, activation; response scale: 0% is enzyme alone, no compound; Potency, µM (titrated, usually from 57.5 µM), for the others: at the highest dose activation, most hits filed as activators; 260,000 tested, 0.34% active; AID 1631, 2009; note: potency is the fitted concentration of half-maximal effect; nearly all actives have a fitted effect of over 55% in size
Target sequence (P14618 whole entry, looked up, canonical isoform): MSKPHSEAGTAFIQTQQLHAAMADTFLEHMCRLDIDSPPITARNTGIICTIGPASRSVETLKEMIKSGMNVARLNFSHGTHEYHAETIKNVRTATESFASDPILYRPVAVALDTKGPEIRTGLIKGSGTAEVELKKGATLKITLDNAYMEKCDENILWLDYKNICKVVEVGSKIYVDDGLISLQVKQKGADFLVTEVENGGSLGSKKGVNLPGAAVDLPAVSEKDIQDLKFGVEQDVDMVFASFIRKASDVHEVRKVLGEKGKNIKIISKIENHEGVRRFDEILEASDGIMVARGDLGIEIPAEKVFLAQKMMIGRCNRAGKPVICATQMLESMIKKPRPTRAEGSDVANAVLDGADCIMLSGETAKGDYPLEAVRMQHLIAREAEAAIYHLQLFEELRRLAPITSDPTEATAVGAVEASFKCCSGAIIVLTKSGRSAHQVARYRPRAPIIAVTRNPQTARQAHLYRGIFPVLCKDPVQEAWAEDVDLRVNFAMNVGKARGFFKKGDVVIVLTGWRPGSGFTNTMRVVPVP
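Kinase-Glo luminescence reports ATP generated from ADP (0.1 mM) and PEP (0.5 mM) by purified hPK-M2 after 1 h at room temperature, pH 7.2 imidazole buffer; intermediate enzyme activity allows detecting inhibitors and activators.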
USP2a block – qHTS Assay for Inhibitors of Ubiquitin-specific Protease USP2a Using CHOP2 as the Reporter; USP2 core, Ub-CHOP2 coupled fluorogenic reporter, 485/531; Potency, µM (highest dose often 38.3 µM), without a hit: at the top dose activity change, negative = inhibition, most hits filed as inhibitors; 330,000 tested, 0.01% active; AID 463254, 2010;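 note: potency is the fitted concentration of half-maximal effect; plate controls were DMSO wells for no effect and full inhibition by NEM control for full effect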
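USP2 core (10nM final) preincubated 30min RT with compound in 20mM Tris-HCl pH 8.0, 2mM CaCl2, 2mM beta-mercaptoethanol, 0.05% CHAPS; 25nM Ub-CHOP2 plus 25nM reporter substrate added, fluorescence (Ex485/Em531) read after 60min.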
Chronic BCR inh – qHTS Assay to Find Inhibitors of Chronic Active B-Cell Receptor Signaling. ABC-DLBCL IkBa-CBG/CBR reporter, luminescence ratio, 4 h. Potency, µM (titrated, usually from 46.1 µM), without a hit: at the top dose ratio change, negative = lower green/red ratio, most hits filed as inhibitors. 340,000 tested, 0.05% active. AID 493014, 2011; active = well fitted inhibition curve with a large enough effect in the signal ratio, with a control signal flat, not every such curve was filed as active; inconclusive = small, poorly fitted or top-dose-only effect, or effect the other way, or a change in a side signal; the % refers to the signal ratio;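 note: potency is the fitted concentration of half-maximal effect; plate controls were basal doxycycline-induced cells for no effect and cells given 10 µM MG132 for full effect; MG132 reads +100%, hits lower the ratio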
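Doxycycline induced both beetle luciferases in TMD8 lymphoma cells; IKK-driven degradation limits the IkappaBalpha-fused green signal, while red luminescence normalises for cell number and nonspecific effects. Compounds tested up to 46 uM, 4 hrs.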
FBPA coupling cs – qHTS Assay for Inhibitors of Fructose-1,6-bisphosphate Aldolase from Giardia Lamblia: Coupling assay counterscreen; 290,000 tested, 0.67% active; AID 2472, 2010; coupling enzyme system counterscreen, AmpLite Red fluorescence; activity change, negative = inhibition, % at 58.2 µM, hits read low; in the data active = activity change below about -30%
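Activity here indicates interference with the coupling reaction, not aldolase inhibition. Compounds at 57.5 uM final met coupling enzymes for 10 min at RT; substrate and AmpLite Red detection followed, with a 525/598 nm fluorescence read after 20 min.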
KCNH2 3.1 block – qHTS for Inhibitors of KCHN2 3.1: Mutant qHTS. 340,000 tested, 0.95% active. activity change, % (tested at about 1.8 µM). AID 720553, 2013. U2OS KCNH2 3.1, thallium flux FluxOr; hits give low values;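 active = maximum activity change below -70%; inconclusive = maximum activity change from -70% to -50%; inactive = maximum activity change above -50%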;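 note: thallium influx rate constant from kinetic fluorescence after stimulation buffer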
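Steps: virus added to U2OS suspension (4 h, RT, dark); medium with 10% FBS added, cells plated, 37 C overnight; FluxOr/Red40 loading buffer 45 min RT; stimulation buffer, 2 min kinetic read; rate constant normalized.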
B2AR arrestin – qHTS assay of beta-arrestin-biased ligands of beta2-adrenergic receptor. 330,000 tested, 0.02% active. beta-arrestin recruitment to beta2AR, cell-based reporter. Potency, µM (doses to about 46.1 µM), for the others: at the highest dose activation, usual class: activators. AID 492947, 2010;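 note: potency is the fitted concentration of half-maximal effect; 0% = DMSO controls and full agonism = EC100 isoproterenol or metaproterenol; nearly all actives have a fitted effect of over 65% in size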
Active calls of the source: *; ? = inconclusive; / = not tested or not shown; & = joins results of further samples; [ ] = remark or other dose. Unless noted, calls come from the whole dose curve; as a rule, active = well fitted curve in the direction sought with a large enough effect; inconclusive = small, poorly fitted or top-dose-only effect, or another doubt; inactive = no such curve, though single readings can be large; an effect the other way counts as inactive or inconclusive. Unless noted, % is set by controls: 0 for no effect and ±100 for the full control effect.

SMILES	Giardia killer	GALK inh	Eya2 phos inh	hERG WT inh	uPA generation	PKM2 act	USP2a block	Chronic BCR inh	FBPA coupling cs	KCNH2 3.1 block	B2AR arrestin
CCOc1cc(C(=O)OCC(=O)c2c(C)[nH]c3ccccc23)ccc1OCC(=O)N1CCOCC1	3.2	-0.1%	4.3%	24.7	/	8.3%	3.7%	-5.8%	0.0	-4.9	0.6%
COc1ccccc1CNCc1ccc(C)cc1	1.8	-4.4%	0.7%	9.6	-14.8%	1.1%	-17.6%	4.5%	-0.2	5.4	-0.1%
Cc1ccc(/C=C/C(=O)Nc2ccc(S(=O)(=O)Nc3onc(C)c3C)cc2)cc1	-3.0	-0.5%	22.3%	1.9	2.6%	/	-1.6%	?	4.2	10.5	0.0%
Cc1ccc(C(=O)OCC(=O)NCc2cccs2)cc1C	-9.9	13.9%	-3.1%	-4.9	6.0%	-30.9%	-1.4%	-0.6%	0.1	-5.1	0.3%
COC(=O)C1=C(C(=O)OC)C(c2ccccc2O)c2sc(=O)[nH]c2S1 (stereo unspecified)	-4.7	-0.2%	5.0%	-1.7	3.7%	?	0.0%	?	-10.7	6.1	-0.8%
Cc1cc(SCC(=O)NC2(C#N)CCCCC2)nc2c(C)cccc12	-21.8	/	-31.2%	-10.3	17.2%	/	3.0%	11.8%	/	-1.1	0.0%
O=S(=O)(Cc1ccccc1)Nc1ccc(S(=O)(=O)N2CCCC2)cc1	8.8	-0.4%	-28.1%	5.1	7.0%	-0.6%	4.4%	3.8%	1.1	-6.4	-0.2%
Cc1nc(N2CCCCC2)c2c(C)c(C(=O)Nc3ccccc3C(F)(F)F)sc2n1	4.5	-1.0%	2.3%	22.1	-14.7%	0.1%	-6.0%	?	-7.0	/	-0.4%
Cc1ccc(NC(=O)COC(=O)CCn2c(C)csc2=O)cc1S(=O)(=O)N1CCOCC1	9.2	/	-27.3%	3.5	0.0%	/	0.4%	-5.3%	/	-4.2	0.1%
CCCCn1c(=O)[nH]c(=O)c2c1nc(-c1ccccc1F)n2Cc1ccccc1	0.6	0.9%	-13.9%	2.5	-4.9%	4.8%	-3.0%	?	-1.4	-13.2	-0.9%
C/C(=N\Nc1ncc(Cl)cc1Cl)c1ccc(OC(F)F)cc1	7.2	1.8%	-11.1%	-9.0	0.5%	14.6%	4.4%	?	0.4	-35.5	-0.2%
Cc1nnc2ccc(Oc3ccc(-c4ccccc4)cc3)nn12	-4.4	-2.4%	-0.9%	-3.5	/	0.2%	-2.5%	-13.7%	0.2	-7.2	-0.3%
N#Cc1cccc(NC(=O)COc2ccc(-n3ccnc3)cc2)c1	5.0	4.6%	13.5%	9.9	-1.2%	-0.4%	0.6%	?	-1.3	20.1	-0.1%
COc1ccc(/C=N/NC(=O)c2ccc3nc[nH]c3c2)cc1	-5.0	1.1%	4.7%	1.2	-4.7%	-15.8%	-8.5%	?	0.9	23.6	-0.7%
O=C(/C=C/c1cccs1)Nc1ccc([N+](=O)[O-])cc1	15.3	1.8%	-6.4%	-1.1	1.1%	-6.0%	5.2%	?	0.6	5.4	0.5%
O=C(CCc1nnc2ccc(N3CCCC3)nn12)Nc1ccc(F)cc1F	-11.0	-0.1%	10.1%	-3.9	-2.3%	/	-1.8%	?	0.2	3.0	-0.5%
CN(Cc1ccccc1)C(=O)COc1ccc(Br)cc1Cl	-6.1	-1.8%	4.2%	5.4	0.3%	5.7%	-1.9%	?	-3.6	26.3	-1.5%
CC(/C=N/NC(=O)Cn1cnc2ccccc21)=C\c1ccccc1	8.2	-0.2%	1.5%	0.7	9.5%	5.5%	6.2%	-0.9%	0.0	-2.1	-1.9%
COc1cccc(C(=O)Nc2c[nH]c(=O)[nH]c2=O)c1	-26.5	-1.6%	-13.0%	-7.2	0.9%	-2.8%	-10.2%	-8.4%	-0.6	10.6	-0.1%
CC(=O)N1CCN(C(=O)CNc2cc(C(F)(F)F)ccc2OCC(F)(F)F)CC1	11.6	-1.8%	-8.2%	-9.9	-2.3%	-2.8%	-0.8%	2.9%	1.9	-1.2	0.4%
CCOC(=O)C1CCCN(Cc2ccc(-c3ccccc3)cc2)C1 (stereo unspecified)	-5.0	3.9%	-6.3%	14.8	-23.6%	-3.9%	-4.4%	0.4%	-4.4	-44.4	-0.4%
Cc1ccc(-c2csc(NC(=O)C3CCN(S(=O)(=O)c4cccs4)CC3)n2)cc1	6.1	0.5%	-6.6%	-5.4	0.8%	0.2%	3.8%	?	-27.9	-6.4	0.1%
O=C(NCc1cccnc1)c1csc2c1CCCC2	-4.9	0.2%	5.6%	-2.4	3.9%	-0.8%	0.9%	-2.6%	0.2	3.1	-0.5%
Cc1ccc(-c2nc(Nc3ccc(O)cc3)c3ccccc3n2)cc1	1.1	2.2%	-10.4%	-3.7	-9.7%	/	-10.6%	3.0%	0.5	-19.7	0.3%
O=C1CCN(Cc2ccc(Cl)cc2)N1	9.9	2.9%	-0.9%	-4.0	1.8%	/	0.7%	6.3%	-1.6	3.8	0.2%
Cc1onc(-c2ccccc2)c1C(=O)NCc1ccc(Cl)cc1	5.9	2.2%	-0.7%	3.0	-19.1%	/	0.7%	1.0%	1.6	-16.0	-0.5%
CN1CCC(OC(=O)COc2ccc(F)cc2)CC1	36.9[activator]	7.9%	16.4%	9.1	2.9%	3.4%	2.2%	2.9%	-2.1	-0.6	-0.1%
CN=Cc1cc(-c2ccccc2)sc1O	-14.0	-0.1%	-21.5%	-3.2	-1.5%	0.5%	0.8%	1.7%	0.2	-22.9	0.1%
CC(=O)c1c(C)nc(-c2ccccc2)nc1NC(=O)Cc1ccccc1	5.0	-1.5%	-10.9%	6.6	4.9%	-1.3%	9.7%	?	5.3	-14.7	0.1%
CCc1nc(N2CCOCC2)c(C#N)c2c1CCCC2	3.4	-6.2%	-15.7%	-4.7	6.1%	7.7%	-0.1%	10.2%	8.3	2.4	-0.4%
CC(C)(C)c1ccc(Cn2nnc3c(=O)[nH]c(C4CCN(C(=O)c5ccco5)CC4)nc32)cc1	-9.6	13.5%	-13.3%	12.2	2.7%	3.2%	0.0%	-19.1%	0.0	-12.6	0.4%
Cc1onc(-c2ccccc2)c1C(=O)Nc1ccnn1C1CCCCC1	-2.9	0.7%	1.8%	-5.5	4.1%	-0.6%	-0.9%	1.8%	1.4	13.3	-0.2%
O=C(C/C=N/OCc1ccc(Cl)cc1Cl)c1ccccc1	3.0	-0.2%	-11.4%	0.8	2.5%	-1.0%	-1.4%	12.1%	-1.3	2.7	0.0%
CSc1cccc(NC(=S)N(Cc2ccc(C)cc2)Cc2cccnc2)c1	19.3	-0.2%	-9.5%	8.6	7.6%	-0.7%	-7.5%	?	-4.6	-88.8*	0.4%
O=C(CCc1nc2cccnc2n1Cc1ccccc1)NCCc1ccc(Cl)cc1	9.6	-1.1%	4.1%	-11.0	6.0%	-8.5%	3.3%	?	0.8	-34.1	-0.3%
CCOc1ccc(C(=O)OC(C)CN2CCN(C)CC2)cc1 (stereo unspecified)	-2.6	-2.0%	-9.4%	-0.5	1.2%	/	-8.4%	0.0%	3.7	-2.9	0.2%
CCN1C(=NCc2cc(OC)c(OC)c(OC)c2)N[C@@H](c2ccccc2)C(C(=O)OC)=C1C	13.0	/	-24.2%&1.3%	-11.9	-3.3%	-1.8%	0.1%&-0.1%	-0.8%&-0.7%	-0.4	16.5	-0.8%&0.2%

Part of the list above, showing only Giardia killer and Chronic BCR inh.
SMILES,Giardia killer,Chronic BCR inh
O=C(C/C=N/OCc1ccc(Cl)cc1Cl)c1ccccc1,3.0,12.1%
CSc1cccc(NC(=S)N(Cc2ccc(C)cc2)Cc2cccnc2)c1,19.3,?
O=C(CCc1nc2cccnc2n1Cc1ccccc1)NCCc1ccc(Cl)cc1,9.6,?
